Screening results from PubChem BioAssay.
HIF act – HIF pathway transcriptional activation; U2OS HRE-luciferase reporter, luminescence; normalized: DMSO 0%, desferrioxamine 100%; activation, % at 7.5 µM (by protocol); 300,000 tested, 0.32% active;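 active = mean activation of at least 10% of the iron chelator positive control signal, with at least half of replicates also reaching 10%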
KLF5 inhibitor – inhibitors of KLF5 expression; 290,000 tested, 0.23% active; inhibition, % at 5 µM; DLD-1 KLF5 promoter-luciferase reporter, luminescence;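 active = inhibition above a per-plate limit of that plate's mean compound inhibition plus 3 SD, cut at about 60% in these data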;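 note: 0% = DMSO wells and 100% = LY294002 at 200 µM; higher means less KLF5 promoter-driven luciferase light; inactives centre near -14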
IEC-6 tox – IEC-6 cytotoxicity, counter-screen for KLF5 inhibitors; inhibition, % at 5 µM; 290,000 tested, 0.78% active; luminescence viability; in the data active = inhibition above about 22%;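 note: 0% = plate median of test compound wells and 100% = cytotoxic reference compound wells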
TRPC6 inhibitor – mouse TRPC6 channel inhibition. 310,000 tested, 1.1% active. AID 2553. B-score at 10 µM. HEK293-TRPC6, membrane potential dye, ACh-evoked depolarization; hits give low values;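 active = B-score under library mean minus 3 SD, initial fluorescence not abnormally high, positive integrated signal ratio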;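 note: B-score derived from integrated fluorescence ratio over the kinetic read; more negative B-score means stronger inhibition of depolarization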
TRPC4 potent – allosterically enhances the mouse TRPC4 cation channel; Q9QUQ5; HEK293 TRPC4beta/mu-opioid, DAMGO EC20, Fluo-4 Ca2+ flux; hits give high values; B-score at 10 µM; 310,000 tested, 0.42% active;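 active = B-score of calcium response area above 5 SD of library B-scores, with initial fluorescence ratio within 5 SD of library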;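 note: B-score of integrated fluorescence ratio over time as area under calcium response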
SKKanGAS inh – SKKanGAS growth inhibition; inhibition, % at 7.5 µM; AID 1662; S. pyogenes SKKanGAS, kanamycin growth, BacTiter-Glo, 6 h; 300,000 tested, 1.3% active;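 active = mean replicate score, as percent of positive control median, at least 50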;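 note: strain carries kanamycin resistance gene driven by streptokinase promoter and grows in 40 µg/ml kanamycin; loss of luminescence reflects streptokinase promoter inhibition or plain growth inhibition; 0% = median of DMSO wells and 100% = positive control at its reference dose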
TRPC4 agonist – opens the mouse TRPC4 cation channel. B-score at 10 µM. Q9QUQ5. HEK293 TRPC4beta/mu-opioid, Fluo4 calcium fluorescence; hits give high values. 310,000 tested, 0.49% active;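 active = B-score above 5 SD of library B-scores, and initial fluorescence ratio not above library mean plus 5 SD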;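 note: positive B-score marks a calcium rise read as TRPC4 activation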
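Material: HEK293 stable line with TRPC4beta plus mu-opioid receptor; technique: Fluo4 calcium-sensitive dye fluorescence, kinetic, 1 Hz baseline; timing: Fluo4 dye loading 45 min at room temperature, 110 s recording; controls: assay buffer as low control, maximal DAMGO as high control; read-out: integrated baseline-normalised fluorescence ratio, converted to per-well B score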
TRPC6 activator – mouse TRPC6 channel activation; HEK293-TRPC6 membrane potential dye fluorescence; hits give high values; 310,000 tested, 0.13% active; Q61143; B-score at 10 µM;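 active = B-score of the integrated fluorescence ratio above library mean plus 3 SD, and starting fluorescence ratio within library mean plus 5 SD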;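 note: higher score means more depolarization so channel activation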
aSyn 5UTR inh – MLPCN primary screen, SNCA 5' untranslated region; alpha-synuclein 5'UTR reporter, inhibitor activity; inhibition, % (tested at 7.5 µM); 300,000 tested, 0.82% active; AID 1813; in the data active = inhibition above about 60%;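 note: H4 neuroglioblastoma cells stably carrying SNCA 5'UTR luciferase fusion; 0% = DMSO wells and 100% = positive control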
MrgX1 antagonist – antagonists of human MrgX1 receptor. B-score at 10 µM. Q96LB2. 310,000 tested, 1.3% active. MRGX1-HEK293 calcium flux, Fluo-4, BAM8-22 antagonism; hits give low values;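 active = calcium-response B-score plate-corrected more than 3 library SD below zero, starting fluorescence within 5 deviations, no agonist response on first addition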;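 note: peak minus trough fluorescence over baseline after final BAM8-22 challenge near maximal dose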
Target sequence (Q96LB2 whole entry, looked up): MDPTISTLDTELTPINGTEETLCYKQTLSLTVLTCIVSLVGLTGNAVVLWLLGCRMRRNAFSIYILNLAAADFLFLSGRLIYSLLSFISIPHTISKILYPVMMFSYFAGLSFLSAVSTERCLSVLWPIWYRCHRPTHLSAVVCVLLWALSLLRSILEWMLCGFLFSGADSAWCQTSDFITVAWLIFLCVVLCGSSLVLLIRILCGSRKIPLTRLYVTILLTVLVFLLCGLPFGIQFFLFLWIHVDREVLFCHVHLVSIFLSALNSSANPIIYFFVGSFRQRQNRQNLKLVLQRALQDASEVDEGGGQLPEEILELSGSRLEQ
TRPC4 inh – blocks the mouse TRPC4 cation channel; Q9QUQ5; HEK293 TRPC4beta/mu-opioid, DAMGO-evoked Fluo4 calcium flux; hits give low values; B-score at 10 µM; 300,000 tested, 0.39% active;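 active = B-score over 3 SD under the library average, no early fluorescence shift, positive overall ratio signal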
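Signal: kinetic Fluo4 fluorescence imaging of calcium influx. Material: stable TRPC4beta/mu-opioid receptor HEK293 cells. Probe or stimulus: DAMGO in two steps, submaximal then maximal.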
* hit, by the source's call; i = inactive; / = not tested or not shown.

SMILES	HIF act	KLF5 inhibitor	IEC-6 tox	TRPC6 inhibitor	TRPC4 potent	SKKanGAS inh	TRPC4 agonist	TRPC6 activator	aSyn 5UTR inh	MrgX1 antagonist	TRPC4 inh
O=C(CSc1ccccc1)Nc1ccc(N2CCOCC2)cc1	0.8	-40	-4	i	i	1	i	i	-116	i	i
COc1cccc(-c2noc(Cn3nc(C(=O)O)c4ccccc4c3=O)n2)c1	-0.7	-15	-2	i	i	-3	i	i	-19	i	i
COc1ccc(C(=O)COC(=O)C2CC3CCCC(C2)C3=O)cc1Br (stereo unspecified)	0.3	/	/	i	i	8	i	i	10	i	i
CCOc1ccc(NC(=O)/C(=C\c2ccc(OC(C)=O)c(OC)c2)NC(C)=O)cc1	-0.5	-4	-8	i	i	-1	i	i	11	i	i
COC1C(C)=C(C)C(=O)N1Cc1ccccc1 (stereo unspecified)	-0.3	-14	-3	i	i	1	i	i	22	i	i
O=c1c2[nH]c3ccc(F)cc3c2nc2n1CCS2	0.4	-24	6	i	i	13	i	i	-18	i	i
CCc1ccccc1OCCCN1CCCC1	1.1	-33	0	i	i	11	i	i	5	i	i
O=C(c1nnc(-c2ccncc2)o1)c1ccccc1Cl	0.2	-17	-5	i	i	-2	i	i	14	i	i
O=C(NCc1cccnc1)c1cccc(NC(=O)c2ccco2)c1	0.4	22	2	i	i	0	i	i	5	i	i
O=C(COc1ccc(Cl)cc1Br)Nc1ccncc1	6.1	-2	8	i	i	-6	i	i	-146	i	i
Cc1nc(C)c(-c2ccnc(/N=C/NO)n2)s1	0.0	5	-1	i	i	-5	i	i	20	i	i
COC(=O)COc1ccc2c(c1)O/C(=C\c1ccco1)C2=O	0.5	-24	-21	i	i	-1	i	i	-15	i	i
COc1ccccc1NC(=O)/C=C1\NC(=O)CS1	-27	-33	-8	i	i	-7	i	i	-15	i	i
COc1cccc(CNCc2ccccc2OC)c1	-0.1	-9	-5	i	i	-9	i	i	-3	i	i
O=C1c2ccccc2C(=O)N1CNc1ccccc1	0.1	-11	-7	i	i	-3	i	i	-17	i	i
O=C(O)CCC(=O)Nc1ccc(Br)cn1	/	-14	-1	i	i	/	i	i	/	i	i
O=C(CSCC(=O)N1CCCc2ccccc21)Nc1nc(-c2ccccc2)cs1	0.4	-4	-3	i	i	11	i	i	-100	i	i
CCN(CC)CCSc1nc(O)c(-c2ccccc2)c(=O)n1-c1ccccc1	0.5	-24	8	i	i	-2	i	i	-4	i	i
CC(C)(C)c1cc(C(=O)NNc2cc(C(F)(F)F)ccc2Cl)n(Cc2ccccc2)n1	0.2	-27	-4	i	i	99*	i	i	-26	i	i
CCc1ccc(-c2nn(Cc3ccccc3)cc2/C=C/C(=O)O)cc1	0.3	-8	0	i	i	0	i	i	-5	i	i
NS(=O)(=O)c1ccc(CNC(=O)CSc2ccccc2)cc1	-0.2	-40	-5	i	i	-14	i	i	-20	i	i
COc1ccc(Cc2nc(C(=O)Nc3ccc(Cl)cc3)cs2)cc1	-0.3	2	-1	i	i	9	i	i	-7	i	i
CCOC(=O)c1sc(C)c2c(=O)n(CC(=O)c3ccc(Br)cc3)nnc12	-0.4	-26	-6	i	i	-19	i	i	6	i	i
COc1cccc(C=N[C@@H](CO)[C@@H](O)c2ccc([N+](=O)[O-])cc2)c1O	-0.2	-2	3	i	i	6	i	i	1	i	i
Cc1ccc(/C=N/NC(=O)CSc2nnc(-c3ccc(Cl)cc3)n2-c2ccc(Cl)cc2)o1	0.8	-16	7	i	i	3	i	i	-16	i	i
CCOC(=O)N1CCN(c2c(NCCCOC(C)C)c(=O)c2=O)CC1	-0.2	-7	5	i	i	-5	i	i	1	i	i
Clc1ccc(SCc2cc(Cl)nc(-c3ccccc3)n2)cc1	0.1	-20	0	i	i	67*	i	i	8	i	i
Cc1cccc(NC(=O)CNC(=O)COc2cc(F)ccc2[N+](=O)[O-])c1C	0.0	-51	0	i	i	2	i	i	6	i	i
O=c1oc(-c2ccccc2)nc2c1C1(CCCCC1)Cc1ccccc1-2	0.7	1	-3	i	i	1	i	i	20	i	i
CCCCCCn1c(O)c(/C=C2\C=NN=C2c2ccccc2)sc1=S	-0.3	1	-7	i	i	9	i	i	25	i	i

Given in CSV form: part of the list above
SMILES,HIF act,KLF5 inhibitor,IEC-6 tox,TRPC6 inhibitor,TRPC4 potent,SKKanGAS inh,TRPC4 agonist,TRPC6 activator,aSyn 5UTR inh,MrgX1 antagonist,TRPC4 inh
COc1ccccc1NC(=O)/C=C1\NC(=O)CS1,-27,-33,-8,i,i,-7,i,i,-15,i,i
COc1cccc(CNCc2ccccc2OC)c1,-0.1,-9,-5,i,i,-9,i,i,-3,i,i
O=C1c2ccccc2C(=O)N1CNc1ccccc1,0.1,-11,-7,i,i,-3,i,i,-17,i,i
O=C(O)CCC(=O)Nc1ccc(Br)cn1,/,-14,-1,i,i,/,i,i,/,i,i
O=C(CSCC(=O)N1CCCc2ccccc21)Nc1nc(-c2ccccc2)cs1,0.4,-4,-3,i,i,11,i,i,-100,i,i
CCN(CC)CCSc1nc(O)c(-c2ccccc2)c(=O)n1-c1ccccc1,0.5,-24,8,i,i,-2,i,i,-4,i,i
CC(C)(C)c1cc(C(=O)NNc2cc(C(F)(F)F)ccc2Cl)n(Cc2ccccc2)n1,0.2,-27,-4,i,i,99*,i,i,-26,i,i
CCc1ccc(-c2nn(Cc3ccccc3)cc2/C=C/C(=O)O)cc1,0.3,-8,0,i,i,0,i,i,-5,i,i
NS(=O)(=O)c1ccc(CNC(=O)CSc2ccccc2)cc1,-0.2,-40,-5,i,i,-14,i,i,-20,i,i
COc1ccc(Cc2nc(C(=O)Nc3ccc(Cl)cc3)cs2)cc1,-0.3,2,-1,i,i,9,i,i,-7,i,i
CCOC(=O)c1sc(C)c2c(=O)n(CC(=O)c3ccc(Br)cc3)nnc12,-0.4,-26,-6,i,i,-19,i,i,6,i,i
COc1cccc(C=N[C@@H](CO)[C@@H](O)c2ccc([N+](=O)[O-])cc2)c1O,-0.2,-2,3,i,i,6,i,i,1,i,i
Cc1ccc(/C=N/NC(=O)CSc2nnc(-c3ccc(Cl)cc3)n2-c2ccc(Cl)cc2)o1,0.8,-16,7,i,i,3,i,i,-16,i,i
CCOC(=O)N1CCN(c2c(NCCCOC(C)C)c(=O)c2=O)CC1,-0.2,-7,5,i,i,-5,i,i,1,i,i
Clc1ccc(SCc2cc(Cl)nc(-c3ccccc3)n2)cc1,0.1,-20,0,i,i,67*,i,i,8,i,i

Next entries follow:
SMILES	HIF act	KLF5 inhibitor	IEC-6 tox	TRPC6 inhibitor	TRPC4 potent	SKKanGAS inh	TRPC4 agonist	TRPC6 activator	aSyn 5UTR inh	MrgX1 antagonist	TRPC4 inh
S=C(NC1CCCCC1)N1CCOCCOCCN(C(=S)NC2CCCCC2)CCOCCOCC1	-0.1	1	0	i	i	1	i	i	28	i	i
COc1ccc(CCNC(=O)Cn2nnc(C(=O)Nc3cccc(C)c3C)c2N)cc1OC	-0.6	-52	0	i	i	-4	i	i	20	i	i
CC1CCN(C(=O)c2cc(N3C(=O)C4C5CCC(C5)C4C3=O)ccc2Cl)CC1 (stereo unspecified)	0.1	-13	-2	i	i	17	i	i	-17	i	i
O=C(Cn1c(NCCO)nc2ccccc21)c1ccco1	0.1	-38	-3	i	i	-7	i	i	-12	i	i
Cc1ccc(-c2cc(C(=O)N3CCN(C(=O)c4ccco4)CC3)[nH]n2)c(C)c1	-0.1	1	0	i	i	1	i	i	9	i	i
CCOC(=O)c1sc(=S)n(-c2cc(F)ccc2F)c1N	/	-12	-10	i	i	-2	i	i	/	i	i
CCCCN(C)C(=O)c1nc2ccccn2c1CN1CCC[C@H]1CO	-0.4	-13	5	i	i	-9	i	i	-10	i	i
CCCN(CC1CC1)C(=S)NC(=O)c1ccc(S(=O)(=O)N2CCOCC2)cc1	-0.4	-5	5	i	i	5	i	i	0	i	i
N#Cc1nc(-c2ccccc2Cl)oc1NCC1CCCO1 (stereo unspecified)	0.4	-75	0	i	i	-2	i	i	-43	i	i
Cc1ccccc1CN1CCc2c(OCC(=O)N3CCCCC3)cccc2C1=O	-0.5	7	-1	i	i	-2	i	i	19	i	i
COCCn1c(=S)[nH]c2ccccc21	-0.4	-46	-3	i	i	-2	i	i	-21	i	i
Cc1cc(C(=O)Cn2cnc3ccccc3c2=O)c(C)n1C1CC1	0.8	/	/	i	i	-13	i	i	-109	i	i
COc1ccc(/C=C2\SC(N3CCc4ccccc4C3)=NC2=O)cc1	0.0	-26	0	i	i	10	i	i	-6	-4.7*	i
COCCNC(=S)N(CCc1c(C)[nH]c2ccc(C)cc12)Cc1cc(OC)c(OC)c(OC)c1	0.0	-18	-3	i	i	9	i	i	18	i	i
Cn1c(C(=O)O)c(CC(=O)Nc2ccc3c(c2)OCCO3)c2ccccc21	-1.6	-6	-2	i	i	3	i	i	-44	i	i
Cc1cccc(-[n+]2c(-c3cccc(Br)c3)[nH]c3nc4ccccc4nc32)c1	0.1	4	1	-6.5*	i	42	i	i	74*	i	i
COc1cc(/C=C2/S/C(=N/S(=O)(=O)Cc3ccccc3)NC2=O)c([N+](=O)[O-])cc1OC	/	0	-4	i	i	20	i	i	-2	i	i
CCCN1C(=O)SC(CC(=O)Nc2ccc(Br)cc2)C1=O (stereo unspecified)	-0.1	3	0	i	i	-1	i	i	2	i	i
CCOC(=O)N1CCC(N2C(=O)c3ccc(C(=O)Nc4ccc(F)cc4F)cc3C2=O)CC1	-0.2	-6	-2	i	i	-1	i	i	6	i	i
CC1=C(n2ccnc2)CCC1=O	-0.2	/	/	i	i	1	i	i	3	i	i
COc1ccccc1/C=C/C=N/NC(=O)CCC1C(=O)NN=C1C (stereo unspecified)	-0.2	10	3	i	i	-1	i	i	-18	i	i
O=[N+]([O-])c1ccc(/C=N\N2CCN(c3ccc(Cl)cc3)CC2)cc1	0.0	-11	-1	i	i	-6	i	i	-23	i	i
COc1ccc(C(=O)N2CC(=O)Nc3ccc(C)cc3C2c2ccccc2)cc1 (stereo unspecified)	-0.9	-6	4	i	i	-6	i	i	19	/	i
CSc1ccccc1C(=O)NCc1ccccc1	0.1	-21	-4	i	i	-4	i	i	5	i	i
COCCN1C(=O)C(CC(=O)Nc2ccc(C(=O)O)cc2)SC1=Nc1ccccc1 (stereo unspecified)	/	-17	-4	i	i	/	i	i	/	i	i
